Screens as filed in PubChem BioAssay.
M1 PAM = human M1 muscarinic receptor positive allosteric modulators, primary screen, CHO-K1 cells, Fluo-8 calcium fluorescence, 1536-well. CHO-K1 hM1, ACh EC20; 0% = ACh EC20, 100% = maximal ACh. hit rate 0.088% among 360,000. activation, % at 3 µM. Muscarinic acetylcholine receptor M1 (Homo sapiens), P11229; in the data active = activation above about 19%, passing the limit was not always enough
Target sequence (P11229 whole entry, looked up): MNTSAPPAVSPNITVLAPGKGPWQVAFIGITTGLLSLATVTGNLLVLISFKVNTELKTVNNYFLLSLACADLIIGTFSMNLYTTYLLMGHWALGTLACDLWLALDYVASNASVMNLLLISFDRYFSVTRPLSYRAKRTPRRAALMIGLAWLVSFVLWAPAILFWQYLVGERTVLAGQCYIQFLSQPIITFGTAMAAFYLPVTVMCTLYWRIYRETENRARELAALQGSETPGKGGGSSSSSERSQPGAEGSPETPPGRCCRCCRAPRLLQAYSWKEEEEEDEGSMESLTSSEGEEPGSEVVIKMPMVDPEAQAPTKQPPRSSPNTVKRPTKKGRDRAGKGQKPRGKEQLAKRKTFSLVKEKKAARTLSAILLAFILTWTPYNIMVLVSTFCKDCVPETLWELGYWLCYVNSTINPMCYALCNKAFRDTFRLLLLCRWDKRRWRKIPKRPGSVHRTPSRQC
CHO parental Ca = ATP-evoked calcium signal inhibitors, parental CHO, primary screen, counter-screen for OX1R antagonist project, cell-based, fluorescence, Fluo-8 calcium dye. parental CHO-K1, ATP-induced calcium, Fluo-8 fluorescence. inhibition, % at 5.6 µM. hit rate 0.63% among 330,000. AID 463079, 2010;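 active = inhibition above that plate's mean sample inhibition plus 3 SD, cut at about 26% in these data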;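 note: 0% = ATP-challenged DMSO wells and 100% = DMSO wells without ATP; some compounds past the cut are filed as inactive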
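Assay system: parental CHO cells; Read-out basis: percent inhibition of ATP-evoked calcium rise, normalized to controls; Benchmarks: ATP and no-ATP DMSO wells; Compound dosing: single nominal dose of 5.6 µM per compound; Signal: Fluo-8 calcium dye fluorescence; Also added: ATP as calcium-mobilizing challenge; Repeats: singlicate.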
M1 antag = human M1 muscarinic receptor antagonists, primary screen, CHO-K1 cells, Fluo-8 calcium fluorescence, 1536-well. CHO-K1 hM1, ACh EC80 antagonist. Muscarinic acetylcholine receptor M1 (Homo sapiens), P11229. inhibition, % at 3 µM. hit rate 1.3% among 360,000;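 active = percent inhibition above its own plate's cutoff, namely the mean of that plate's compound wells plus 3 SD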;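 note: peak over basal fluorescence ratio during 140 s after agonist addition; 0% = ACh EC80 plus DMSO and 100% = DMSO alone without agonist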
V1aR counter = agonists of human V1a receptor, primary screen, counter-screen for OXTR agonist project, fluorescence, CHO-V1R cells | activation, % at 3 µM | Vasopressin V1a receptor (Homo sapiens), P37288 | hit rate 0.25% among 320,000 | AID 2797, 2010 | Fluo-8 calcium fluorescence, agonist mode; 0% DMSO, 100% 3 nM vasopressin;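 active = activation above the mean activation of all tested compounds plus 3 SD, per screening run, cut at about 20% in these data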;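 note: signal is peak over basal fluorescence ratio across a 100 second FLIPR read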
CHRM1 agonist = human M1 muscarinic receptor agonists, primary screen, Fluo-8 calcium fluorescence, CHO-K1 cells, HTS; Muscarinic acetylcholine receptor M1 (Homo sapiens), P11229; CHO-K1 hM1, agonist mode; 0% DMSO, 100% acetylcholine EC100; activation, % at 3 µM; hit rate 0.33% among 360,000; AID 588814, 2011;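 active = activation above the run's mean compound activation plus 3 SD, cut at about 16% in these data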;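 note: peak over basal fluorescence ratio within a 140 s kinetic read after compound addition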
OXTR ag = human OXTR agonists, primary screen, fluorescence, CHO-OTR cells, Fluo-8 calcium. Fluo-8 calcium fluorescence; normalized: DMSO 0%, oxytocin 100%. hit rate 0.32% among 320,000. activation, % at 3 µM. Oxytocin receptor (Homo sapiens), P30559;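 active = activation above the mean of all tested compounds plus 3 SD, cutoff set per screening run, cut at about 20% in these data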;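 note: peak over basal fluorescence ratio from a 100 s FLIPR kinetic read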
TAAR1 ag = human TAAR1 agonists, primary screen, Fluo-8 calcium fluorescence, CHO RD-HGA16 cells. Trace amine-associated receptor 1 (Homo sapiens), Q96RJ0. vehicle wells 0%, saturating PEA agonist 100%. activation, % at 3 µM. hit rate 0.99% among 360,000. AID 624467, 2012;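 active = activation above the mean activation of all test compounds in the run plus 3 SD, cut at about 38% in these data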
Target sequence (Q96RJ0 whole entry, looked up): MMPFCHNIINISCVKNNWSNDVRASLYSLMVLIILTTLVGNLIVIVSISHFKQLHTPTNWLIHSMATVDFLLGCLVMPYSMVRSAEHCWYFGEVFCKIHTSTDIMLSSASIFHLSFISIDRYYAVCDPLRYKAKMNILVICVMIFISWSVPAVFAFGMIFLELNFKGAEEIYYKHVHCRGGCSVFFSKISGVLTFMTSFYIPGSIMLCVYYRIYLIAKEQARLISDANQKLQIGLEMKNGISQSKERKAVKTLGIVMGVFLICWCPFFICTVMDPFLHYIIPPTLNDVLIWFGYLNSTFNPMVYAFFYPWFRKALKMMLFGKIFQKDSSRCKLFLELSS
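Test system: RD-HGA16 (CHO) cells co-expressing Gα16 and hTAAR1 | Doses: Single dose, 3 µM | Schedule: 17-24 h seeding, 75 min 37 °C dye, 30 min RT | Evaluation: % activation from peak over basal fluorescence ratio, DMSO-to-PEA scaled | Technique: Kinetic Fluo-8 calcium fluorescence | Benchmarks: Low control DMSO, high control PEA (EC100)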
TAAR1 antagonist = human TAAR1 antagonists, primary screen, Fluo-8 calcium fluorescence, CHO RD-HGA16 cells | Trace amine-associated receptor 1 (Homo sapiens), Q96RJ0 | antagonist | inhibition, % at 3 µM | hit rate 1.5% among 360,000 | AID 624466, 2012;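 active = inhibition above a per-plate cutoff, the mean inhibition of test compounds on that plate plus 3 SD, cut at about 49% in these data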;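 note: 0% = DMSO plus EC80 beta-PEA response and 100% = DMSO alone without agonist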
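Test system: CHO RD-HGA16 cells bearing hTAAR1 | Reagent: β-PEA, EC80 | Compound dosing: 3 µM, single point | Schedule: Dye loading 75 min at 37 °C, then 30 min room temperature | Signal: Calcium fluorescence with Fluo-8 | Evaluation: Percent inhibition of PEA-evoked calcium signal, max/basal emission ratio | Control set: DMSO-only wells and EC80 β-PEA-stimulated wells | Repeats: Singlicate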
OXTR potentiate = human OXTR potentiators, primary screen, fluorescence, CHO-OTR cells, Fluo-8 calcium | activation, % at 3 µM | Fluo-8 calcium fluorescence, potentiator mode; 0% = oxytocin EC15, 100% = EC100 | Oxytocin receptor (Homo sapiens), P30559 | hit rate 0.061% among 320,000;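 active = activation above that plate's cutoff, the mean activation of tested compounds plus 3 SD, cut at about 6.6% in these data, passing the limit was not always enough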;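 note: 100% uses oxytocin at 75 nM as the full agonist control; some results filed as inactive read as strong as hits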
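Material: CHO-OTR cells, human receptor; compound dosing: single dose, 3.0 µM nominal final compound concentration; schedule: 6 min compound pre-incubation at room temperature, 100 s kinetic read; measured by: kinetic Fluo-8 calcium fluorescence; read-out basis: % activation vs EC15 and EC100 oxytocin; controls: EC15 oxytocin alone as 0%, 75 nM oxytocin as 100%; replicates: singlicate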
Starred values were filed as active, the others as inactive; . = no result given.

Order of values – M1 PAM	CHO parental Ca	M1 antag	V1aR counter	CHRM1 agonist	OXTR ag	TAAR1 ag	TAAR1 antagonist	OXTR potentiate
1. Cc1cc(C)n(C(=O)CCC(=O)Nc2ccc(C)c(C)c2)n1
→ 1	-9	2	0.7	-2	1.3	12	2	0
2. CC1=C(C(N)=O)C(c2cccc(O)c2)n2nc(CCCO)nc2N1 (configuration not stated)
→ 2	4	-10	0.1	-1	0.5	2	-3	-4
3. COCCNC(=O)C1CCCN(C(=O)C2(c3ccc(Cl)cc3)CCCC2)CC1 (configuration not stated)
→ 4	.	-5	.	2	.	-1	12	.
4. CCOC(=O)c1cnc(SCC(=O)Nc2cc(OC)ccc2OC)nc1N
→ -6	34*	17	8.0	4	16	8	18	-22
5. CCN1CCN(c2ncc(C(=O)N3CCN(c4ccccc4OC)CC3)c3ccccc23)CC1
→ -23	.	21*	.	-7	.	2	4	.
6. CC(Oc1ccccc1)C(=O)Nc1oc(-c2ccco2)c(-c2ccco2)c1C#N (configuration not stated)
→ 3	-14	-5	2.6	-4	2.7	1	10	-7
7. CNC(=S)N(CCc1c(C)[nH]c2ccc(C)cc12)Cc1cccs1
→ 5	-3	-3	4.4	-4	5.5	6	-7	-16
8. CC(C)c1ccc(NC(=O)C2CCCCC2C(=O)O)cc1 (configuration not stated)
→ 8	10	-6	-0.8	-4	0.3	9	-13	0
9. N#Cc1ccc(S(=O)(=O)NC2CCN(Cc3ccccc3)CC2)cc1
→ -6	-20	1	0.2	-8	0.4	2	-40	3
10. Cc1ccc(NC(=O)COC(=O)CN2CCCCCC2=O)c(C)c1
→ 7	-8	-2	1.1	-1	1.1	1	-8	6
11. Cc1cccnc1NC(=O)c1cccc(S(=O)(=O)N2CCN(c3ccc(F)cc3)CC2)c1
→ -7	-9	5	6.0	0	4.7	0	-10	-12
12. O=[N+]([O-])c1ccc(F)c(N=Cc2ccc(Br)s2)c1
→ 8	9	-1	0.3	-5	0.1	6	-5	-9
13. COc1ccc(NC(=O)CN2C(=O)NC(CC(C)C)C2=O)cc1S(=O)(=O)N1CCOCC1 (configuration not stated)
→ 10	-5	-5	-0.4	-2	0.6	12	6	-3
14. COc1ccc(NC(=O)C2Cc3c(-c4ccncc4)ccnc3O2)cc1OC (configuration not stated)
→ 4	.	-5	.	0	.	1	-14	.
15. COc1ccccc1CNC(=O)c1cc(-c2ccccc2)nn1CC1CC(c2cccnc2)=NO1 (configuration not stated)
→ -14	-20	9	0.1	-7	-1.4	14	53*	-13
16. Cc1ccccc1C(=O)N=c1sccn1C
→ -1	-2	-20	0.9	-4	3.1	-2	-9	-13
17. C/C=C/C(=O)OCC(=O)Nc1ccc(SC(F)F)cc1
→ 0	2	-3	1.0	-6	-1.2	6	12	-3
18. CCCCC(=O)NCCc1ccc(S(N)(=O)=O)cc1
→ 9	-5	-1	0.4	-6	0.7	4	-11	0
19. [N-]=[N+]=NC1c2ccccc2C(=O)N1Cc1ccccc1 (configuration not stated)
→ 5	-5	-7	-0.2	-7	-1.8	-1	-2	2
20. CC(/C=C/C=C/c1ccccc1)=N\NC(=O)c1cccnc1
→ 3	-23	4	0.6	-2	-0.9	3	9	-2
21. CCOc1ccccc1N1CCN(CC(=O)c2c(N)n(C)c(=O)n(C)c2=O)CC1
→ 12	-7	-9	1.6	-13	-0.9	5	-5	5
22. CCCCN(CCCC)c1nc(-c2ccncc2)nc2ccccc12
→ 1	-27	-13	-0.6	-2	-2.0	1	31	-7
23. Cc1ccc2nc(SC(C)C(=O)N3CC(C)OC(C)C3)[nH]c2c1 (configuration not stated)
→ 5	12	-2	-1.3	-5	-0.9	20	-6	-14
24. Cc1ccc(Nc2nc(C(=O)NCCCN3CCOCC3)cs2)cc1
→ 10	-26	-8	0.2	-3	-0.8	2	-11	6
25. CC(=O)Oc1ccccc1C(=O)Oc1ccc(/C=N/n2cnnc2)cc1
→ -3	2	-4	-0.1	5	0.4	5	-14	-17
26. C#CCn1c(C)cc(C)c(S(=O)(=O)c2ccccc2)c1=O
→ 10	-12	-3	-0.5	-8	0.1	3	-14	3
27. CCCCOc1ccc(CSCCN=C(N)N)cc1
→ 4	.	0	.	-14	.	2	17	.
28. CC(=O)N1CCOc2ccc(S(=O)(=O)N3CCC(C(=O)Nc4ccc(C)cc4)CC3)cc21
→ 7	10	-9	2.1	-2	0.7	1	-9	-4
29. CC1Cc2cc(-c3csc(NC(=O)Cc4ccccc4)n3)ccc2N1S(C)(=O)=O (configuration not stated)
→ -9	-6	20	4.4	-6	3.2	8	54*	-3
30. Nc1nc(Cl)c2ncn(C3OC(CO)C(O)C3O)c2n1 (configuration not stated)
→ 1	.	-5	.	-3	.	6	-11	.
31. O=C(CCSCc1ccccc1F)NCc1cccs1
→ 8	0	-5	-0.1	-3	-0.6	-1	2	-6
32. CCOc1ccc(C(=O)Nc2cc(C)ccn2)cc1
→ 10	-2	-9	-1.0	-10	-2.3	-1	6	-4
33. CCOc1cc(C2C3=C(CCCC3=O)Nc3nc(C(=O)OC)nn32)ccc1OC (configuration not stated)
→ 2	9	0	1.1	-2	-0.2	0	10	-4
34. CCOC(=O)CC1Sc2ccccc2NC1=O (configuration not stated)
→ 3	-2	8	-1.1	-5	-0.2	.	.	-2
35. CCC(CO)Oc1cc(NC(=O)c2ccc(C)cc2)c2ncn(C(C)C)c2c1 (configuration not stated)
→ -1	-15	3	0.5	-6	-0.1	3	9	-2
36. CC(=O)Nc1ccc(N2C(=O)CSC2c2ccc(F)cc2)cc1 (configuration not stated)
→ 9	-7	-12	1.7	-2	2.7	2	1	-12
37. O=c1[nH]c2ccc(NCc3ccccc3OCc3ccc(Cl)cc3)cc2[nH]1
→ -4	13	20	6.3	-2	4.2	7	40	-15
38. COc1ccc(C(=O)NNC(=O)c2ccc3ccccc3c2O)cc1
→ 3	-3	-4	-0.1	-3	0.7	0	-5	-8
39. COc1ccccc1NC(=O)N(Cc1ccccc1)c1ccccn1
→ 5	7	0	-1.5	-1	-2.8	3	-6	-9
40. CCCOc1ccccc1/C=C1\SC(N2CCCCC2)=NC1=O
→ -4	-20	10	-0.1	-5	-2.6	3	-9	7
41. COc1ccc(NC(=O)CNc2cccc(S(=O)(=O)N3CCCCCC3)c2)c([N+](=O)[O-])c1
→ 4	-28	-1	3.8	-2	1.3	4	20	-7
42. Cc1[nH]n(-c2ccccc2)c(=O)c1/C=N/N(c1ccccc1)c1ccccc1
→ 2	-27	-1	-0.4	-6	-2.0	3	-6	-3
43. OC(COCc1ccc(Cl)cc1)CN1CCN(c2ccccn2)CC1 (configuration not stated)
→ -5	-21	-7	1.3	-14	0.2	1	-11	4
44. CCc1cccc(C)c1NC(=O)COC(=O)c1c2c(nc3ccccc13)/C(=C\c1cccs1)CCC2
→ 0	-1	2	2.1	-7	1.1	1	32	-6
45. CC(=O)Oc1ccc(CCC(C)OC(C)=O)cc1 (configuration not stated)
→ -3	-8	10	1.0	-4	-0.2	1	-20	-4
46. O=C(Nc1ccccn1)C1CCN(S(=O)(=O)c2cccs2)CC1
→ -6	-14	13	0.2	-1	0.5	16	-4	-1
47. Cc1nc(N2CCc3ccccc3C2)[nH]c(=O)c1CCC(C)C
→ 8	-4	-1	0.4	-1	1.6	.	.	1
48. O=C(CN1CCN(C(=O)CCC(=O)N2CCC(c3ccccc3)=N2)CC1)Nc1cccc(F)c1
→ -3	.	3	.	-5	.	5	3	.
49. CC(C)Oc1cccc(-c2cc(C(=O)NN3CCOCC3)c3ccccc3n2)c1
→ -11	-18	17	1.9	-2	0.9	6	14	-6
50. CCCS(=O)(=O)NC(=O)C1(C)CCCN(C(=O)COCc2ccccc2)C1 (configuration not stated)
→ 7	.	-16	.	-2	.	2	-10	.
51. CCOC(=O)c1ccc(NC(=S)N(CCCN(CC)CC)Cc2ccco2)cc1
→ -14	-8	13	1.2	-9	3.7	2	2	3
52. CCOC(=O)N1CCC(N2C(=O)c3ccc(C(=O)Nc4cccc(OC)c4)cc3C2=O)CC1
→ 9	-14	-9	1.4	-3	0.8	10	5	5
53. COc1ccc(-c2cn(CC3CCCCC3)nn2)cc1
→ 6	-13	-6	-0.4	-2	3.8	27	7	-10
54. O=C(Cc1ccc(Br)cc1)N/N=C/c1cccnc1
→ 5	-9	-8	1.5	-3	1.1	1	18	-5
55. Cn1c(CN2CCN(c3ccccc3NS(C)(=O)=O)CC2)nc2ccccc21
→ 0	-17	-11	1.9	-10	0.2	4	-13	-7
56. O=C1C=C(c2ccccc2)C[C@H](c2cccs2)[C@H]1n1cnc([N+](=O)[O-])c1
→ 3	-3	-3	0.5	-2	-0.7	5	-4	1
57. CC(C)(C)C(=O)Nc1sc2c(c1C#N)CCCCC2
→ -2	-19	-9	0.3	-4	-3.2	5	8	-13
58. O=C(CCNc1n[nH]c(=O)[nH]c1=O)N1CCOCC1
→ 10	8	-11	0.0	-3	0.2	9	-3	-4
59. C/C(=N\NC(=O)c1cccs1)c1ccc2c(c1)OCO2
→ 7	-2	1	0.8	-6	-1.6	2	5	-5
60. CCN(c1ccccc1)S(=O)(=O)c1ccc(C(=O)NCc2ccco2)cc1
→ -6	-13	2	0.7	-3	0.3	1	23	-8
61. COc1ccc(/C=C/C(=O)Nc2nnc(C(C)C)s2)cc1OC
→ 3	-17	-5	0.2	-2	-1.6	3	-9	2
62. C=CCc1ccc(OCCOCCNCCCC)c(OC)c1
→ 0	-32	0	1.9	-5	3.5	7	11	-25
63. CC1=NN(C(=O)c2ccncc2)C(=O)C1N=Nc1ccc2ccccc2c1 (configuration not stated)
→ 11	.	-18	.	0	.	1	16	.
